Screening data from PubChem BioAssay.
JMJD2E inh: blocks human JMJD2E demethylase activity | 1.6% of 230,000 active | AID 2147 | JMJD2E catalytic domain, FDH-coupled NADH fluorescence (FDH is formaldehyde dehydrogenase) | Potency, µM (doses to about 57.1 µM), for inactives: at the top dose activity change, negative = inhibition, hits mostly inhibitors; active = well fitted inhibition curve with a large enough effect, not every such curve was filed as active; inconclusive = small, poorly fitted or top-dose-only effect, or another doubt; inactive = no such curve, though single readings can be large or run the other way;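 note: 0% = wells with enzyme and -100% = buffer wells without enzyme; nearly all actives have a fitted effect of over 50% in size; many of its hits are not listed in these tables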
Target sequence (B2RXH2 1-337 limits assumed): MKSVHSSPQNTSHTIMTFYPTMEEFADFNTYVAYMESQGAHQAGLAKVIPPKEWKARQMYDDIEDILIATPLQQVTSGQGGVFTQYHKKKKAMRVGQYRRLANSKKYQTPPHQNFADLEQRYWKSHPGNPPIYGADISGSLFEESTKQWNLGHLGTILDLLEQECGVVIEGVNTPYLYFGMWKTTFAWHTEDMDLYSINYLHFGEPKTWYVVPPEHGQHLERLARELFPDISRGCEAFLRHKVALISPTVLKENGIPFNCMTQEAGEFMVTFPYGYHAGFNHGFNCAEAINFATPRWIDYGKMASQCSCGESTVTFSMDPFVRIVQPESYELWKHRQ
L3MBTL1 block: inhibitors of human L3MBTL1. Potency, µM (series often up to 57.1 µM), inactives show at the highest dose activity, negative = inhibition, usual class: inhibitors. 0.66% of 230,000 active. AlphaScreen L3MBTL1–H3K9me1 peptide binding. AID 485360; note: nearly all actives have a fitted effect of over 60% in size
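First, the protein-peptide complex forms for 30 min at room temperature (L3MBTL1 50 nM, biotinylated H3K9me1 peptide 75 nM). Next, compounds are pin-transferred and incubated 30 min. Finally, AlphaScreen beads are added and read after 30 min.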
Tau fibril ThT: inhibitors of human tau fibril formation, thioflavin T binding; P10636; 2.1% of 270,000 active; recombinant tau K18 P301L, heparin-induced fibrillization, ThT fluorescence; Potency, µM (top dose mostly 57.4 µM), for inactives: at the highest dose activity, negative = inhibition, usual class: inhibitors; note: nearly all actives have a fitted effect of over 55% in size
Target sequence (P10636 561-689 P618L limits assumed): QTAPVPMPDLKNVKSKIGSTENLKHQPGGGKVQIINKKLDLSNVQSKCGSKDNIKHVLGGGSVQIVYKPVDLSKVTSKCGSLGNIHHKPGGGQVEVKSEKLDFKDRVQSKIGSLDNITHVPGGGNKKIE
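ThT emission at 510 nm, taken 1 hr after adding 30 uM dye, quantifies aggregates formed when 20 uM heparin acts on human tau K18 P301L for 6 hr at 37 C.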
TR SRC2 fluor cs: Texas Red fluorescence interference in TRb-SRC2 counter-screen; TRb/SRC2 Texas Red total fluorescence interference; Potency, µM (doses to about 106 µM), for inactives: at the top dose fluorescence change, negative = quenching; 0.29% of 280,000 active; AID 1479; active = well fitted curve in either direction with a large enough effect; inconclusive = small, poorly fitted or top-dose-only effect
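Flags fluorescent or light-absorbing compounds by total fluorescence, S + 2P, at 555 nm excitation and 632 nm emission. Mixture: 20 nM Texas Red SRC2 peptide, 0.6 uM human TRb LBD, 1 uM T3, 5% DMSO; compound exposure 5 h at ambient temperature.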
RECQ1 inh: RECQ1 (human) helicase inhibition; Potency, µM (doses to about 57.3 µM), inactives show at the highest dose activity, negative = inhibition, hits mostly inhibitors; P46063; RECQ1 DNA unwinding, red fluorescence kinetic read; 0.54% of 240,000 active; AID 2549;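 note: plate controls were vehicle for no effect and no enzyme for full effect; nearly all actives have a fitted effect of over 30% in size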
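50 nM RECQ1T1 preincubated 15 min with compound in Tris pH 8.0 buffer with MgCl2, DTT, Tween-20 and 2.5 ug/ml poly(dI-dC); started with 200 nM TAMRA/BHQ-2 forked duplex and 2 mM ATP. Unwinding read as fluorescence (525/598 nm), two reads 2 h apart.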
TRb-SRC2 inh: TRbeta-SRC2 interaction inhibition; P10828; TRbeta-SRC2 peptide binding, fluorescence polarization; receptor liganded with 1 µM T3; Potency, µM (doses to about 106 µM), for the others: at the top dose activity change, negative = inhibition, hits mostly inhibitors; 0.065% of 280,000 active; AID 1469;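 note: plate controls were bound peptide for no effect and peptide without receptor for full effect; nearly all actives have a fitted effect of over 50% in size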
Target sequence (P10828 whole entry, looked up): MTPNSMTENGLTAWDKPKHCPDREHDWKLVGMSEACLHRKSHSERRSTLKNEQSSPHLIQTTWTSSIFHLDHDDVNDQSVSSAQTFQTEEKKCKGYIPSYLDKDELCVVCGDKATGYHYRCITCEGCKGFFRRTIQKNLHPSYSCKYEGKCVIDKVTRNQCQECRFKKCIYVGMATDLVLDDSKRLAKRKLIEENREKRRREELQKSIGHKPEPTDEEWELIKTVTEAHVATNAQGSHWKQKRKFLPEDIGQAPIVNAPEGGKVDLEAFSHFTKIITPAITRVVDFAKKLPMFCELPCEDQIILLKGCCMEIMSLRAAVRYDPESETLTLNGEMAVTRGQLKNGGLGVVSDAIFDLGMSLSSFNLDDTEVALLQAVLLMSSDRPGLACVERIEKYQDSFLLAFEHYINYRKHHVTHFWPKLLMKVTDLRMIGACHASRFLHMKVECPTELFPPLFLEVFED
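Decrease in fluorescence polarization of 20 nM Texas Red SRC2 coactivator peptide flagged inhibition of its binding to 0.6 uM TRb LBD; 1 uM T3 included, incubation 5 hr, ex 555/em 632 nm.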
GoLoco inh red: inhibitors of human Gai1-RGS12 GoLoco interaction (red fluorophore). P63096. Gai1:RGS12 GoLoco peptide FP, rhodamine, 10 min. Potency, µM (highest dose often 61.6 µM), without a hit: top-dose activity, negative = inhibition, most hits filed as inhibitors. 0.44% of 230,000 active. AID 880; active = well fitted inhibition curve with a large enough effect, not every such curve was filed as active; inactive = no such curve, though single readings can be large or run the other way; note: nearly all actives have a fitted effect of over 30% in size; many of its hits are not listed in these tables
Tau fibril FP: tau fibrillization inhibition (FP); P10636; K18 P301L tau heparin fibrillization, Alexa594 FP, 6 h; Potency, µM (highest dose often 57.7 µM), for the others: top-dose activity, negative = inhibition, most hits filed as inhibitors; 0.39% of 280,000 active; AID 1468; note: nearly all actives have a fitted effect of over 55% in size
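Read-out: fluorescence polarization of Alexa 594-labeled tau (0.24 uM), 555 nm excitation, 632 nm emission. Mixtures held 15 uM unlabeled K18 P301L, compound and 20 uM heparin, pH 7 acetate buffer, incubated 6 hr at 37 C.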
* = called active by the depositor; i = inactive; u = inconclusive; x = no result given; & = joins results of further samples; [ ] = dose if it differs, or a comment. Unless noted, calls come from the whole dose curve; as a rule, active = well fitted curve in the direction sought with a large enough effect; inconclusive = small, poorly fitted or top-dose-only effect, or another doubt; inactive = no such curve, though single readings can be large; an effect the other way counts as inactive or inconclusive. Unless noted, % is set by controls: 0 for no effect and ±100 for the full control effect; potency is the fitted concentration of half-maximal effect.

Results follow in this order: TR SRC2 fluor cs	Tau fibril ThT	RECQ1 inh	JMJD2E inh	Tau fibril FP	GoLoco inh red	L3MBTL1 block	TRb-SRC2 inh
[1] COc1ccc(Cl)cc1NC(=O)CSc1nnc2[nH]c(=O)cc(-c3ccccc3)n12
→ -1%	u	x	x	2%	x	x	-6%
[2] CCCCNC(=S)NNC(=O)c1cc(C)on1
→ -6%	-3%	2%	u	-12%	-3%	-7%	-1%
[3] CC(=O)N1CCCc2cc(S(=O)(=O)NCc3ccc(OC(C)C)cc3)ccc21
→ -1%	4%	x	x	4%	x	x	-2%
[4] COc1ccc(-n2ncc(C(=O)N3CCN(c4ncccn4)CC3)c2C2CCN(C(=O)OC(C)(C)C)CC2)cc1
→ -2%	2%	x	x	4%	x	x	-2%
[5] CCOc1ccc(C(=O)NCC(=O)OCC(=O)N2CCCC2)cc1
→ 0%	3%	-2%	0%	0%	8%	4%	-3%
[6] C=CC[C@@H]1C=C[C@H](ON=C(C)C)[C@H](CO)O1
→ 1%[11.2 µM]	-3%[11.5 µM]	-6%[11.5 µM]	x	-2%[11.6 µM]	x	x	4%[11.2 µM]
[7] CCOc1ccc(C(C)=O)cc1Cn1nc(C(=O)O)c2ccccc2c1=O
→ -4%	-7%	-3%	11%	-4%	8%	-2%	0%
[8] CCN(CC)C(=S)Nc1c(C)n(C)n(-c2ccccc2)c1=O
→ 2%	-2%	-10%	1%	-14%	1%	16%	-2%
[9] COc1ccccc1CCNC(=O)C(=O)NCC(c1ccco1)S(=O)(=O)c1ccc(C)cc1 (stereo unspecified)
→ 1%	-4%	x	x	6%	x	x	2%
[10] COc1ccc(CCNC(=O)c2cc(Nc3cc(C)cc(C)c3)nc3ccccc23)cc1OC
→ -2%	-10%	x	x	4%	x	x	3%
[11] COc1ccc(/C=C/C(=O)Nc2ccc(C34CC5CC(CC(O)(C5)C3)C4)cc2)cc1OC
→ -5%	16%	-1%	u	u	7%	13%	13%
[12] CN(C(=O)COc1cc(=O)n(C)c2ccccc12)c1ccc(Br)cc1
→ 0%	-18%	-2%	-13%	-2%	-10%	1%	2%
[13] CN(CC(O)COC(c1ccccc1)c1ccccc1)C1CCCCC1 (stereo unspecified)
→ -3%	-1%	-5%	6%	2%	-6%	-5%	13%
[14] CC(C)C(=O)Nc1cccc(NC(=O)c2cccc([N+](=O)[O-])c2)c1
→ -1%	-9%	-2%	5%	0%	-2%	-2%	3%
[15] CC(C)(C)C1CCc2onc(C(=O)O)c2C1 (stereo unspecified)
→ 0%	-2%	-6%	0%	0%	-1%	8%	-7%
[16] CC(C)CCOc1ccc(C(=O)CCNC(C)C(=O)O)cc1 (stereo unspecified)
→ 2%	-8%	-4%	4%	-2%	-2%	9%	u
[17] Cc1c(Br)c([N+](=O)[O-])nn1C(C)C(=O)NCc1ccco1 (stereo unspecified)
→ 0%	0%	-10%	-2%	2%	x	8%	1%
[18] CCOc1ccc(CCN2C(=O)C3C4C=CC(C4)C3C2=O)cc1OCC (stereo unspecified)
→ -2%	-7%	-7%	-2%	3%	2%	37%[activator]	9%
[19] Cc1ccc(S(=O)(=O)N2CCCC2C(=O)O)s1 (stereo unspecified)
→ 0%	-3%	-5%	-4%	-2%	3%	x	5%
[20] COc1ccccc1NC(=O)Cn1nnc2sc3c(c2c1=O)CC(C)(C)OC3
→ -2%	-6%	8%	1%	-4%	2%	-5%	-3%
[21] COc1cccc(NC(=O)c2cc(-c3cccnc3)nc3c(Cl)cccc23)c1
→ -4%	0%	-4%	u	-14%	10%	1%	-3%
[22] CCc1cccc(NC(=O)c2ccc3c(c2)c(C)c(C)n3Cc2ccc(F)cc2)c1
→ 6%	-6%	x	x	-3%	x	x	5%
[23] COc1ccc(CCNC(=O)CSc2nnnn2-c2ccc(OC)c(OC)c2)cc1OC
→ 0%	-15%	-3%	-3%	-1%	0%	x	-3%
[24] Cc1ccc2nc(SCC(=O)Nc3cccc(S(N)(=O)=O)c3)[nH]c2c1
→ -3%	x	-17%	-1%	-4%	3%	x	-4%
[25] Cc1cc(C(=O)CN2C(=O)C(=O)N(C)C2=O)c(C)n1-c1cccc(S(=O)(=O)N2CCOCC2)c1
→ 0%	1%	-5%	1%	-1%	9%	-1%	0%
[26] O=C(Nc1ccn(Cc2ccccc2)n1)c1ccc(F)cc1
→ 0%	-11%	15%	-5%	-2%	-5%	-3%	-10%
[27] O=[N+]([O-])c1ccc(F)cc1Oc1nc(-c2cccnc2)nc2ccccc12
→ -5%	-11%	-6%	1%	-9%	19%	x	0%
[28] O=c1cnnc(Nc2ccc(F)cc2)[nH]1
→ 3%	6%	11%	-2%	5%	3%	8%	-2%
[29] Cc1ccc(-c2[nH]nc3c2C(c2ccc(OC(=O)N4CCOCC4)cc2)C(C#N)=C(N)O3)cc1 (stereo unspecified)
→ -1%	11%	-1%	1%	5%	10%	0%	7%
[30] O=C(CN1C(=O)c2cccnc2C1=O)c1ccccc1
→ 0%	-10%	-1%	u	7%	-5%	u	-8%
[31] CCC(C)NC(=O)c1c(-c2cc(Cl)c(OC)c(Cl)c2)noc1C (stereo unspecified)
→ -1%	-7%	-3%	3%	-8%	-14%	4%	2%
[32] O=C(Nc1ccc2c(c1)CCC2)C1COc2ccccc2O1 (stereo unspecified)
→ 3%	u	-27%	1%	11%	5%	-12%	-21%
[33] CC(C)Cc1cc(CN2CCC(CO)(Cc3cccc(C(F)(F)F)c3)CC2)[nH]n1
→ -2%	-8%	21%	-7%	16%	14%	-5%	-1%
[34] COc1cc(/C=N/NC(=O)c2ccc(CN3c4cccc5cccc(c45)S3(=O)=O)cc2)cc(OC)c1O
→ 0%	-11%	i	u	8%	5%	20%	-1%
[35] COc1ccc(NC(C)C(=O)N/N=C/c2ccccc2OCc2ccc(Br)cc2)cc1 (stereo unspecified)
→ 2%	-16%	-6%	-1%	u	5%	-24%	9%
[36] O=S(=O)(c1ccc2ccccc2c1)N(CC(O)CN1CCOCC1)c1ccccc1 (stereo unspecified)
→ -1%	-11%	-8%	4%	0%	-8%	-3%	-8%
[37] COc1ccc(OC)c(-c2nnc3n2N=C(c2ccc(OC)c(OC)c2)CS3)c1
→ -2%	x	13%	x	x	x	1%&0%	-3%
[38] Cc1[nH]nc2c1C(c1ccsc1)C1=C(CC(C)(C)CC1=O)N2 (stereo unspecified)
→ -1%	-5%	-2%	u	1%	-2%	-1%	6%
[39] Cc1c(CCNC(=O)c2ccc(Br)o2)sc2nc(-c3ccc(Cl)cc3)nn12
→ -3%	u	x	x	-5%	x	x	-6%
[40] Cc1cc(C)n(-c2ccc(C(=O)N3CC(C)OC(C)C3)cc2)n1 (stereo unspecified)
→ 0%	6%	-5%	12%	-4%	0%	-4%	-6%
[41] O=C(NCCN1CCOCC1)c1ccc2ccccc2c1
→ 1%	-4%	i	1%	4%	3%	3%	-5%
[42] CCc1nn(Cc2c(C)cc(C)cc2C)c(=O)c2cc3cc(C)ccc3n12
→ -2%	3%	x	x	-8%	x	x	1%
[43] CC(NC(=O)c1ccc(F)cc1)C(=O)NC1=NCCS1 (stereo unspecified)
→ -2%	-12%	-18%	-5%	-6%	-9%	x	3%
[44] CC(C)C(NC(=O)C12CC3CC(CC(C3)C1)C2)C(=O)O (stereo unspecified)
→ 1%	-4%	i	2%	-6%	7%	x	-7%
[45] CCOc1ccc(NC(=O)CSc2nc3ccsc3c(=O)n2CC)cc1
→ 2%	6%	x	x	-5%	x	x	3%
[46] Nc1nnc(SCC(=O)Nc2cc(S(=O)(=O)N3CCOCC3)ccc2Cl)s1
→ -5%	-7%	-5%	1%	-7%	5%	27%	-12%
[47] COc1ccc(N2CC(O)(c3ccc(C)cc3)[N+]3=C2CCCC3)cc1 (stereo unspecified)
→ 0%	-6%	1%	3%	3%	-9%	x	-2%
[48] N#CC1=C(SCC(=O)Nc2ccc(C(=O)O)cc2)NC(=O)CC1c1ccco1 (stereo unspecified)
→ 0%	-12%	0%	6%	-13%	-3%	u	-2%
[49] O=c1nc(N2CCCCC2)nc(Nc2ccccc2)[nH]1
→ 2%	0%	-4%	-1%	-4%	6%	x	-5%
[50] O=C(C[n+]1ccc(C(=O)N/N=C/c2ccc(Br)cc2)cc1)c1ccccc1
→ 2%	13µM*	i	-18%	-9%	-7%	x	-14%
[51] O=C(NC12CC3CC(CC(C3)C1)C2)c1ccccc1O
→ -3%	-10%	7%	u	u	-8%	x	-5%
[52] Oc1ccc(/C=N/N(Cc2ccccc2)c2ccccc2)c(O)c1O
→ -4%	28µM*	-26%	20µM*	u	56%[activator]	x	1%
[53] Cc1ccccc1NC(=O)Cc1nc(-c2ccc3ccccc3c2)cs1
→ 0%	-8%	-22%	-6%	u	22%	5%	3%
[54] CCOC(=O)C1=C(CS(=O)(=O)c2ccc(OC)c(Cl)c2)NC(=O)NC1c1cccc(OC)c1 (stereo unspecified)
→ 2%	-9%	x	x	-6%	x	x	-8%
[55] O=C(Nc1cccnc1)c1ccc(COc2cc(Cl)ccc2Cl)o1
→ -1%	-17%	-3%	6%	u	1%	-4%	-3%
[56] CCn1c(=O)c2sccc2n2c(CCC(=O)Nc3cc(C)cc(C)c3)nnc12
→ 4%	-3%	x	x	-8%	x	x	2%

Shown with tabs: entries from further up
no.	Molecule	TR SRC2 fluor cs	Tau fibril ThT	RECQ1 inh	JMJD2E inh	Tau fibril FP	GoLoco inh red	L3MBTL1 block	TRb-SRC2 inh
40	Cc1cc(C)n(-c2ccc(C(=O)N3CC(C)OC(C)C3)cc2)n1 (stereo unspecified)	0%	6%	-5%	12%	-4%	0%	-4%	-6%
14	CC(C)C(=O)Nc1cccc(NC(=O)c2cccc([N+](=O)[O-])c2)c1	-1%	-9%	-2%	5%	0%	-2%	-2%	3%
51	O=C(NC12CC3CC(CC(C3)C1)C2)c1ccccc1O	-3%	-10%	7%	u	u	-8%	x	-5%

Not all compounds are listed; count on the stated rates, not on these rows.
